Screening data as filed in PubChem BioAssay.
CCHF vOTU inh – blocks the CCHF virus ovarian tumor domain protease; CCHFV vOTU protease, Pep-AMC fluorescence; inhibition, % at 11.5 µM; actives 0.55% (n = 370,000); AID 651958; in the data active = inhibition above about 30%; note: 0% = vehicle wells with enzyme and 100% = no enzyme wells
BoNT-A LC inh2 – inhibitors of Botulinum neurotoxin A light chain protease; multiplex microsphere protease substrate cleavage, flow cytometry; inhibition, % at 10 µM; actives 0.17% (n = 360,000); note: plate controls were buffer without enzyme for full effect and enzyme alone for no effect
PfHsp40 yeast – compounds rescuing yeast from Plasmodium falciparum HSP40 toxicity; S. cerevisiae expressing PfHsp40, growth rescue, ATP luminescence; growth rescue, % at 12.5 µM; actives 0.68% (n = 340,000); AID 504582; in the data active = growth rescue above about 28%, passing the limit was not always enough; inconclusive = no clear call, values can overlap the other calls;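 note: yeast W303a lacking pdr1 and pdr3 grown in galactose medium; growth measured after three days at 30 °C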
PrPC TRFRET – reduces human prion protein on the cell surface; inhibition, % at 13.8 µM; P04156; cell surface PrPC, TR-FRET read-out; AID 720596; actives 0.43% (n = 370,000); in the data active = inhibition above about 24%; note: 0% = median of the test wells and 100% = reference compound wells
Yp Topo-I inh – inhibitors of Yersinia pestis topoisomerase I | Y. pestis Topo-I cleavage product accumulation, plate reader | AID 504884 | activity, % at 10 µM | actives 0.064% (n = 360,000); in the data active = activity above about 50%, passing the limit was not always enough; inconclusive = no clear call, values can overlap the other calls; note: inactives centre near 2
TcdB inh – inhibitors of Clostridioides difficile toxin B glycohydrolase; inhibition, % at 9.99 µM; actives 0.24% (n = 350,000); TcdB glycohydrolase enzymatic assay, plate reader; in the data active = inhibition above about 10%
FadD28 FP inh – M. tuberculosis FadD28 bisubstrate binding inhibition | FadD28 bisubstrate probe binding, fluorescence polarization | inhibition, % at 12.5 µM | actives 0.22% (n = 360,000); in the data active = inhibition above about 8.5%, passing the limit was not always enough; inconclusive = no clear call, values can overlap the other calls
BoNT F protease – inhibitors of Botulinum neurotoxin F light chain protease | Multiplex microsphere protease cleavage assay, flow cytometry | inhibition, % at 10 µM | actives 0.22% (n = 360,000) | AID 588497; in the data active = inhibition above about 35%, passing the limit was not always enough; inconclusive = no clear call, values can overlap the other calls; note: plate controls were buffer without enzyme for full effect and enzyme alone for no effect
Anthrax LF prot – blocks Bacillus anthracis lethal factor protease; inhibition, % at 10 µM; P15917; actives 0.12% (n = 360,000); multiplex microsphere protease cleavage assay, LF; note: plate controls were buffer without enzyme for full effect and enzyme alone for no effect
Active calls of the source: *; ? = inconclusive; · = no result given. Cut-off read from the data, not from the text of the source, unless noted: active = inhibition above about 30%; inconclusive = no clear call, values can overlap the other calls; inactive = below that. Compounds as they come. Share with any hit: about 2.3%.

Each structure is followed by: CCHF vOTU inh | BoNT-A LC inh2 | PfHsp40 yeast | PrPC TRFRET | Yp Topo-I inh | TcdB inh | FadD28 FP inh | BoNT F protease | Anthrax LF prot
(1) O=C(CN(c1ccc(F)cc1)S(=O)(=O)c1ccc2c(c1)OCCO2)N1CCOCC1
    2 | 0.1 | 0.5 | -6 | 2 | 2.0 | -3.7 | -2 | -2
(2) Cc1ccc(N(C(=O)c2csnn2)C(C(=O)NC2CCCC2)c2ccccn2)cc1 (stereo not given)
    -3 | -1.7 | 1.9 | -1 | 1 | 0.7 | -4.2 | -1 | 7
(3) CCCCON1C(=O)c2cccc3cccc(c23)C1=O
    -22 | 1.8 | 1.1 | -32 | 12 | 1.0 | -3.5 | ? | -5
(4) CCOc1ccc(S(=O)(=O)NCCC(=O)NCCc2ccc(OCC)c(OCC)c2)cc1
    0 | 1.4 | 0.9 | -8 | 7 | 1.7 | -3.4 | 5 | 3
(5) O=C(NCc1ccccc1F)c1cccc(S(=O)(=O)NCc2ccccc2)c1
    5 | -0.6 | 0.4 | -7 | -1 | 1.2 | -4.3 | 0 | -1
(6) COc1ccc(NC(=O)CCC(=O)NCCO)cc1
    -9 | -1.7 | -0.1 | 6 | -1 | -0.6 | 0.8 | -10 | -2
(7) CCn1c(Cc2ccc(OC)cc2)nc2ccccc21
    -1 | -0.5 | -0.6 | -4 | -1 | -0.2 | -1.8 | -7 | -14
(8) COc1ccc(OC)c(CN2CCC(CO)(CCOc3ccccc3)CC2)c1
    -5 | -0.1 | -1.0 | -3 | 13 | 1.4 | -3.4 | 5 | 4
(9) Cc1ccc(NC(=O)CN2C(=O)CSc3ccc(S(=O)(=O)N4CCCCC4)cc32)cc1
    24 | 0.5 | 0.6 | 21 | 21 | -1.4 | -2.6 | 1 | -2
(10) C/C(=N\NC(=O)c1c(C)nc2ccccn12)c1ccc(C(C)(C)C)cc1
    18 | -0.5 | -0.4 | -2 | 27 | 0.3 | 0.6 | -1 | -2
(11) CN(C)c1nc2n(c(=O)n1)C(C#N)CS2 (stereo not given)
    0 | 0.2 | -1.6 | -7 | -2 | · | -0.8 | -2 | 2
(12) CCOC(=O)c1c(C)[nH]c2cc(Br)c(OC)cc12
    6 | 0.1 | -0.1 | 0 | 4 | · | -4.0 | -12 | -1
(13) Brc1ccc(-c2nnc3n2CCCCC3)cc1
    8 | -0.5 | 0.5 | -2 | 6 | · | -2.5 | 8 | -3
(14) COc1ccc(NC(=O)CS(=O)(=O)Cc2ccccc2)c([N+](=O)[O-])c1
    -8 | -1.3 | 1.9 | -20 | 2 | 1.0 | -2.2 | 1 | -6
(15) CCN(CC)c1ccc(NC(=O)CCCCCN2C(=O)c3ccccc3C2=O)cc1
    13 | -0.6 | -0.6 | -14 | -1 | · | -2.6 | -8 | -15
(16) O=C(NCCc1cccc(Cl)c1)c1ccc(OC2CCN(Cc3ccccn3)CC2)cc1
    -9 | -1.7 | -1.5 | -1 | 8 | 1.2 | -3.9 | -14 | -4
(17) CCn1ccc(C(=O)N2CCN(c3ncccn3)CC2)n1
    -9 | -2.1 | -2.3 | 6 | 5 | 1.2 | -2.9 | -5 | -2
(18) COc1ccccc1C1=NOC(Cn2c(NCC3CCCO3)nc3c2c(=O)n(C)c(=O)n3C)C1 (stereo not given)
    -10 | · | -0.3 | 6 | 8 | -0.5 | 1.1 | · | ·
(19) CC1CC(C)CN(C(=O)COC(=O)c2cccc(S(=O)(=O)N(C)c3ccccc3)c2)C1 (stereo not given)
    23 | · | 0.0 | -3 | 35 | 6.3 | -6.4 | · | ·
(20) N=c1c2c3c(sc2ncn1Nc1ccccc1)CCC3
    -9 | · | · | 15 | -4 | 1.8 | 0.4 | · | ·

9 of the compounds above, with bars between the fields:
item | molecule | CCHF vOTU inh | BoNT-A LC inh2 | PfHsp40 yeast | PrPC TRFRET | Yp Topo-I inh | TcdB inh | FadD28 FP inh | BoNT F protease | Anthrax LF prot
11 | CN(C)c1nc2n(c(=O)n1)C(C#N)CS2 (stereo not given) | 0 | 0.2 | -1.6 | -7 | -2 | · | -0.8 | -2 | 2
12 | CCOC(=O)c1c(C)[nH]c2cc(Br)c(OC)cc12 | 6 | 0.1 | -0.1 | 0 | 4 | · | -4.0 | -12 | -1
13 | Brc1ccc(-c2nnc3n2CCCCC3)cc1 | 8 | -0.5 | 0.5 | -2 | 6 | · | -2.5 | 8 | -3
14 | COc1ccc(NC(=O)CS(=O)(=O)Cc2ccccc2)c([N+](=O)[O-])c1 | -8 | -1.3 | 1.9 | -20 | 2 | 1.0 | -2.2 | 1 | -6
15 | CCN(CC)c1ccc(NC(=O)CCCCCN2C(=O)c3ccccc3C2=O)cc1 | 13 | -0.6 | -0.6 | -14 | -1 | · | -2.6 | -8 | -15
16 | O=C(NCCc1cccc(Cl)c1)c1ccc(OC2CCN(Cc3ccccn3)CC2)cc1 | -9 | -1.7 | -1.5 | -1 | 8 | 1.2 | -3.9 | -14 | -4
17 | CCn1ccc(C(=O)N2CCN(c3ncccn3)CC2)n1 | -9 | -2.1 | -2.3 | 6 | 5 | 1.2 | -2.9 | -5 | -2
18 | COc1ccccc1C1=NOC(Cn2c(NCC3CCCO3)nc3c2c(=O)n(C)c(=O)n3C)C1 (stereo not given) | -10 | · | -0.3 | 6 | 8 | -0.5 | 1.1 | · | ·
19 | CC1CC(C)CN(C(=O)COC(=O)c2cccc(S(=O)(=O)N(C)c3ccccc3)c2)C1 (stereo not given) | 23 | · | 0.0 | -3 | 35 | 6.3 | -6.4 | · | ·

Other results.
Each structure is followed by: CCHF vOTU inh | BoNT-A LC inh2 | PfHsp40 yeast | PrPC TRFRET | Yp Topo-I inh | TcdB inh | FadD28 FP inh | BoNT F protease | Anthrax LF prot
(21) OC(c1ccccc1)(c1ccccc1)C1CCCN1 (stereo not given)
    0 | -0.3 | -1.3 | 4 | 4 | 0.6 | 0.0 | -4 | -3
(22) O=C(O)C1=C[C@@H](c2ccccc2)C[C@@H](OCCCCO)O1
    -10 | -0.7 | 0.5 | -3 | 9 | 0.4 | -0.8 | 1 | -7
(23) COc1ccccc1CNC(=O)CSc1nc(-c2ccccc2)cn1N
    -9 | 0.5 | -1.0 | -2 | 7 | · | 1.2 | 4 | -6
(24) Cc1ccc2nc(SCc3nc4cc(Cl)ccc4c(=O)[nH]3)[nH]c2c1
    14 | -0.4 | 2.3 | 2 | 11 | -0.3 | 0.2 | -2 | -5
(25) CC(=O)Nc1ccc(S(=O)(=O)NCCC(=O)Nc2ccc(C)cn2)cc1
    -3 | 0.9 | 18 | 4 | 2 | 0.1 | -1.2 | 9 | -1
(26) Cc1cc(C)c(C(=O)CSC2=NC(N)=C(C#N)C3(CCCCC3)C2C(N)=O)cc1C (stereo not given)
    9 | 0.8 | -0.4 | -5 | 25 | · | -2.4 | 12 | -3
(27) CCCc1cc(C(=O)Nc2sc3c(c2C#N)CCC3)no1
    8 | -0.1 | 1.0 | 7 | 8 | -1.3 | -1.9 | -7 | 3

As entered above:
In BoNT F protease, `Cc1cc(C)c(C(=O)CSC2=NC(N)=C(C#N)C3(CCCCC3)C2C(N)=O)cc1C` (stereo not given) has 12
In CCHF vOTU inh, `CC(=O)Nc1ccc(S(=O)(=O)NCCC(=O)Nc2ccc(C)cn2)cc1` has -3
